RPL19A-GFP yeast = RPL19A-GFP expression modulators in yeast, primary screen, cell-based, S. cerevisiae, multiplex flow cytometry, MLPCN. S. cerevisiae RPL19A-GFP strain, 3 h; stronger effect = lower value. percent response vs DMSO, % at 10 µM. 0.3% of 330,000 active;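 active = percent response vs DMSO below 50%; inconclusive = fewer than 70 events counted for the yeast strain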;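 also: median channel GFP fluorescence of the barcoded RPL19A-GFP strain; ratio of sample median GFP to plate DMSO average so 100% = DMSO; lower means less RPL19A-GFP as with rapamycin TOR inhibition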
VLA-4 inh = inhibition in human VLA-4 binding assay, primary screen, VLA-4 allosteric modulator project, MLPCN library, flow cytometry, VLA-4 expressing cells. 0.2% of 330,000 active. AID 2557, 2010. Integrin alpha-4 (Homo sapiens), P13612. ligand binding flow cytometry. inhibition, % (about 7 µM as worked out from the volumes in the protocol); in the data active = inhibition above about 50%
Target sequence (P13612 whole entry, looked up): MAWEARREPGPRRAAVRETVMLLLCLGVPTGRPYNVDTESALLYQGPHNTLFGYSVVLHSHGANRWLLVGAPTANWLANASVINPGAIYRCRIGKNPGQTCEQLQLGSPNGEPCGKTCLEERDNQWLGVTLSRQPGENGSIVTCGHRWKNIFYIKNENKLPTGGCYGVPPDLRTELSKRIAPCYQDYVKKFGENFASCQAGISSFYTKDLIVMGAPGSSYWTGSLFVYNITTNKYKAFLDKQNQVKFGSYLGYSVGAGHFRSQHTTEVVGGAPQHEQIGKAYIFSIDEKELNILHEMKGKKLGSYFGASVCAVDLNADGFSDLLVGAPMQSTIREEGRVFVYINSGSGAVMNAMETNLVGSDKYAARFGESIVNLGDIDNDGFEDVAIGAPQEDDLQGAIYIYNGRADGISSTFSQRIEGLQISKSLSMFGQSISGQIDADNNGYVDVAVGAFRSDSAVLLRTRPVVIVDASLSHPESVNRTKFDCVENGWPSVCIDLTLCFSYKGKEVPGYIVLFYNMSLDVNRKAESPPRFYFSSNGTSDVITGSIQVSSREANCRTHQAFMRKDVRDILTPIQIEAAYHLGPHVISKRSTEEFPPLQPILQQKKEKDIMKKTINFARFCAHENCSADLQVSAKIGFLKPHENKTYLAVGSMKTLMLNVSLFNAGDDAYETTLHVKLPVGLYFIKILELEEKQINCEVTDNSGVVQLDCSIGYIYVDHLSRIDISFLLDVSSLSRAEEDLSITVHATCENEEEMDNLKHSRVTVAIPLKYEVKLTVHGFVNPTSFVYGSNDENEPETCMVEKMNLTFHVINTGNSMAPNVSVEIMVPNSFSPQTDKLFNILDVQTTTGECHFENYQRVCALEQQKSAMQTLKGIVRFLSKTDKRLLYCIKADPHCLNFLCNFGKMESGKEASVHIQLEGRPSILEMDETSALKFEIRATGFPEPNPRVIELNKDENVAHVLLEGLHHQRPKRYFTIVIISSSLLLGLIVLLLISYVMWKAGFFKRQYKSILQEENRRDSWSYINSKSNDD
AGP1-GFP MLPCN = modulators of AGP1-GFP expression in yeast TOR pathway, primary screen, cell-based, multiplex flow cytometry, S. cerevisiae, MLPCN library | 3 h; GFP as percent of DMSO wells | GFP response vs DMSO, % at 10 µM | 0.02% of 320,000 active | AID 2066, 2009;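 active = GFP response relative to DMSO above a set limit, near screen average plus 3 SD, cut at about 150% in these data; inconclusive = fewer than 70 cells counted for the yeast strain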;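 also: median GFP channel fluorescence of the gated AGP1 strain per well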
LAP4 TOR yeast = modulators of LAP4-GFP expression in yeast, primary screen, S. cerevisiae, multiplex flow cytometry, MLPCN library. GFP response vs DMSO, % at 10 µM. 0.34% of 320,000 active. 3 h; median GFP as percent of DMSO wells;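 active = GFP response vs DMSO above a set limit, about the screen mean plus 3 SD, cut at about 150% in these data; inconclusive = under 70 cell events counted for the yeast strain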
CIT2-GFP yeast = modulators of CIT2-GFP expression in yeast, primary screen, S. cerevisiae, GFP fusion, multiplex flow cytometry, MLPCN library. S. cerevisiae CIT2-GFP strain, 3 h; 100 means same as DMSO wells. GFP response vs DMSO, % at 10 µM. 0.065% of 320,000 active. AID 2029, 2009;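 active = GFP response relative to DMSO above a set limit, near the screen mean plus 3 SD, cut at about 150% in these data; inconclusive = Fewer than 70 cells measured for a yeast strain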;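 also: ratio of well median GFP fluorescence to mean of DMSO wells on the plate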
JMJD2C inh = inhibitors of GASC-1 histone demethylase, primary screen, biochemical, fluorescence, DELFIA europium | AID 2099, 2009 | GST-JMJD2C(1-420) H3K9me3 demethylation | 0.069% of 330,000 active | Lysine-specific demethylase 4C (Homo sapiens), Q9H3R0 | inhibition, % at 2.35 µM;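 active = more than half of a compound's replicate wells show inhibition beyond 50%, single wells judged on their own value; inconclusive = some, but no more than half, of replicates pass 50% inhibition; inactive = no replicate passes 50% inhibition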;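 also: signal counts dimethyl H3K9 product captured on neutravidin plate; 0% = median of DMSO wells and 100% = 0.3 times that DMSO median; strong numbers were not always called active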
GRK2 inh = compounds blocking aptamer binding on GRK2 – biochemical, human GRK2, bead flow cytometry, HTS, primary screen; Beta-adrenergic receptor kinase 1 (Homo sapiens), P25098; FAM-aptamer displacement from GRK2; inhibition of aptamer binding, % at 10 µM; 0.59% of 330,000 active; AID 488847, 2010;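 active = inhibition of aptamer binding above 40%, roughly 3 SD of noise, on plates passing a quality check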;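 also: median bead fluorescence of bound FAM aptamer so fluorescent compounds give negative values; no value below 0 was filed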
MEP2-GFP yeast = modulators of MEP2-GFP levels in yeast, primary screen, S. cerevisiae, multiplex flow cytometry, MLPCN library. S. cerevisiae MEP2-GFP strain, 3 h; 100% = DMSO control level. GFP response vs DMSO, % at 10 µM. 0.51% of 330,000 active. AID 2016, 2009;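 active = GFP response versus DMSO above a set limit, roughly screen mean plus 3 SD, cut at about 180% in these data; inconclusive = fewer than 70 cells counted for a yeast strain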;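 also: median GFP fluorescence of the barcode-gated MEP2-GFP cells per well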
The depositor's hits bear a star; [ ] = dose if it differs, or a comment.

Screening O=C(CSCc1cccc(CSCC(=O)Nc2ccc3ccccc3c2)n1)Nc1ccc2ccccc2c1 returned RPL19A-GFP yeast 90, VLA-4 inh 12, AGP1-GFP MLPCN 95, LAP4 TOR yeast 96, CIT2-GFP yeast 93, JMJD2C inh -1, GRK2 inh 1 and MEP2-GFP yeast 98.
Screening COc1ccc(NC(=O)/C=C/C(=O)O)c(OC)c1 returned RPL19A-GFP yeast 100, VLA-4 inh 1, AGP1-GFP MLPCN 104, LAP4 TOR yeast 109, CIT2-GFP yeast 95, JMJD2C inh -2, GRK2 inh 1 and MEP2-GFP yeast 95.
Screening NC(=O)NNc1cccc(Cl)n1 returned RPL19A-GFP yeast 108, VLA-4 inh -1, AGP1-GFP MLPCN 102, LAP4 TOR yeast 97, CIT2-GFP yeast 106, JMJD2C inh -13, GRK2 inh 0 and MEP2-GFP yeast 102.
CS(=O)(=O)N(CC(=O)NCCSCc1ccco1)c1ccc2c(c1)OCO2 was read as RPL19A-GFP yeast 100, VLA-4 inh 14, AGP1-GFP MLPCN 105, LAP4 TOR yeast 104, CIT2-GFP yeast 98, JMJD2C inh -12, GRK2 inh 0 and MEP2-GFP yeast 106.
For Cc1ccc(C2(C)NC(=O)N(CC(=O)N3CCN(C(=O)c4cccs4)CC3)C2=O)cc1 (centres undefined) the results were RPL19A-GFP yeast 97, VLA-4 inh 2, AGP1-GFP MLPCN 111, LAP4 TOR yeast 103, CIT2-GFP yeast 98, GRK2 inh 0 and MEP2-GFP yeast 101.
For CCOc1ccc(NC(=O)C/C(C)=N/NC(=O)COc2ccc(Br)cc2C)cc1 the results were RPL19A-GFP yeast 61[may fluoresce violet], VLA-4 inh 2, AGP1-GFP MLPCN 27[may fluoresce violet], LAP4 TOR yeast 96[may fluoresce violet], CIT2-GFP yeast inconclusive, JMJD2C inh -15, GRK2 inh 3 and MEP2-GFP yeast 252*[may fluoresce violet].
Screening CC(C)CC(O)(c1ccccc1)C(CN1CCOCC1)c1ccccc1 (centres undefined) returned RPL19A-GFP yeast 22*[may fluoresce violet], VLA-4 inh 0, AGP1-GFP MLPCN inconclusive, LAP4 TOR yeast 80[may fluoresce violet], CIT2-GFP yeast inconclusive, JMJD2C inh 5, GRK2 inh 29 and MEP2-GFP yeast 378*[may fluoresce violet].
`COCCNC(=O)C(c1ccc(F)cc1)N(C(=O)CCC(=O)Nc1ccccn1)c1cccc(C)c1` (centres undefined) gave RPL19A-GFP yeast 101, VLA-4 inh 24, AGP1-GFP MLPCN 95, LAP4 TOR yeast 83, CIT2-GFP yeast 92, JMJD2C inh 13, GRK2 inh 1 and MEP2-GFP yeast 91.
Screening O=C(c1ccc(C#CC2(O)CCCCC2)cc1)N1CCN(C(c2ccccc2)c2ccccc2)CC1 returned RPL19A-GFP yeast 97, VLA-4 inh 1, AGP1-GFP MLPCN 98, LAP4 TOR yeast 99, CIT2-GFP yeast 103, JMJD2C inh -4, GRK2 inh 0 and MEP2-GFP yeast 97.
For O=C(CCC(=O)N1CCOc2ccc(Cl)cc21)NCCCN1CCC(Cc2ccccc2)CC1 the results were RPL19A-GFP yeast 105, VLA-4 inh -11, AGP1-GFP MLPCN 107, LAP4 TOR yeast 105, CIT2-GFP yeast 119, JMJD2C inh -8, GRK2 inh 0 and MEP2-GFP yeast 94.
`COc1ccc(NC(=O)CN(C)CC(=O)Nc2sc3c(c2C(N)=O)CCC3)cc1` gave RPL19A-GFP yeast 108, VLA-4 inh 7, AGP1-GFP MLPCN 108, LAP4 TOR yeast 97, CIT2-GFP yeast 106, JMJD2C inh -2, GRK2 inh 1 and MEP2-GFP yeast 102.
`CC1(C)Cc2c(cnn2-c2ccccc2)C(NC(=O)CCCN2CCCC2=O)C1` (centres undefined) gave RPL19A-GFP yeast 100, VLA-4 inh 12, AGP1-GFP MLPCN 101, LAP4 TOR yeast 105, CIT2-GFP yeast 98, JMJD2C inh 7, GRK2 inh 3 and MEP2-GFP yeast 98.
COc1ccccc1N1CCN(C(=O)c2ccc(NC(C)=O)cc2)CC1 was read as RPL19A-GFP yeast 101, VLA-4 inh 5, AGP1-GFP MLPCN 103, LAP4 TOR yeast 106, CIT2-GFP yeast 97, JMJD2C inh -1, GRK2 inh 0 and MEP2-GFP yeast 106.
Screening COc1ccc(NC(=O)Nc2ccc(CC(=O)O)cc2)cc1 returned RPL19A-GFP yeast 101, VLA-4 inh -1, AGP1-GFP MLPCN 104, LAP4 TOR yeast 102, CIT2-GFP yeast 104, JMJD2C inh -3, GRK2 inh 0 and MEP2-GFP yeast 99.
For CCC(OC(=O)C(CC(C)C)NC(=O)c1ccccc1)C(=O)Nc1nnc(C)s1 (centres undefined) the results were RPL19A-GFP yeast 101, VLA-4 inh 12, AGP1-GFP MLPCN 98, LAP4 TOR yeast 102, CIT2-GFP yeast 86, JMJD2C inh 4, GRK2 inh 1 and MEP2-GFP yeast 100.
`Cc1ccc(-c2nn(CCC(=O)O)cc2/C=C\C(=O)c2ccc(Br)cc2)cc1` gave RPL19A-GFP yeast 89, VLA-4 inh 0, AGP1-GFP MLPCN 71, LAP4 TOR yeast 124, CIT2-GFP yeast 74, JMJD2C inh 18, GRK2 inh 1 and MEP2-GFP yeast 65.
CSc1cccc(NC(=O)C(C)C)c1 was read as RPL19A-GFP yeast 94, VLA-4 inh 8, AGP1-GFP MLPCN 100, LAP4 TOR yeast 99, CIT2-GFP yeast 101, JMJD2C inh 3, GRK2 inh 2 and MEP2-GFP yeast 98.
Cc1ccc(NC(=O)COCC(=O)Nc2ccc(C)cc2)cc1 was read as RPL19A-GFP yeast 102, VLA-4 inh 3, AGP1-GFP MLPCN 99, LAP4 TOR yeast 99, CIT2-GFP yeast 98, JMJD2C inh -7, GRK2 inh 0 and MEP2-GFP yeast 99.
For CCc1ccc(C2C3=C(CC(C)(C)CC3=O)Nc3c2c(=O)[nH]c2nc(C)nn32)cc1 (centres undefined) the results were RPL19A-GFP yeast 93, VLA-4 inh 57*, AGP1-GFP MLPCN 98, LAP4 TOR yeast 98, CIT2-GFP yeast 95, JMJD2C inh -12, GRK2 inh 0 and MEP2-GFP yeast 103.
`COc1cccc2[nH]c3c(N4CCC(C(N)=O)CC4)ncnc3c12` gave RPL19A-GFP yeast 100, VLA-4 inh -9, AGP1-GFP MLPCN 101, LAP4 TOR yeast 106, CIT2-GFP yeast 99, JMJD2C inh 0, GRK2 inh 5 and MEP2-GFP yeast 104.
`CC(=O)NCCc1ccc(C(=O)CSc2nnc(C3CC3)n2C2CC2)cc1` gave RPL19A-GFP yeast 91, VLA-4 inh 18, AGP1-GFP MLPCN 93, LAP4 TOR yeast 81, CIT2-GFP yeast 89, JMJD2C inh 0, GRK2 inh 0 and MEP2-GFP yeast 89.
For CCOc1ccc(CCNS(=O)(=O)c2cnc[nH]2)cc1OCC the results were RPL19A-GFP yeast 88, VLA-4 inh 0, AGP1-GFP MLPCN 85, CIT2-GFP yeast 75, JMJD2C inh 3, GRK2 inh 0 and MEP2-GFP yeast 87.
COc1cccc2c1Oc1ncccc1N(C(=O)CCC(=O)NCc1ccccc1)C2 was read as RPL19A-GFP yeast 96, VLA-4 inh 10, AGP1-GFP MLPCN 109, LAP4 TOR yeast 97, CIT2-GFP yeast 98, JMJD2C inh -6, GRK2 inh 3 and MEP2-GFP yeast 95.
Cc1oc(-c2cccc(Cl)c2)nc1CN1CCC(C(=O)NC2CC2)CC1 was read as RPL19A-GFP yeast 97, VLA-4 inh 4, AGP1-GFP MLPCN 97, LAP4 TOR yeast 91, CIT2-GFP yeast 102, JMJD2C inh 5, GRK2 inh 1 and MEP2-GFP yeast 97.
For CC(=O)c1ccc(NS(=O)(=O)c2cccc(C(=O)Nc3ccccc3C(=O)O)c2)cc1 the results were RPL19A-GFP yeast 106, VLA-4 inh 5, AGP1-GFP MLPCN 105, LAP4 TOR yeast 98, CIT2-GFP yeast 102, JMJD2C inh -7, GRK2 inh 0 and MEP2-GFP yeast 110.
For O=C(Nc1cc(C2CC2)nn1-c1ccccc1)c1ccc(F)cc1 the results were RPL19A-GFP yeast 92, VLA-4 inh -1, AGP1-GFP MLPCN 91, LAP4 TOR yeast 99, CIT2-GFP yeast 84, GRK2 inh 0 and MEP2-GFP yeast 94.
`COc1ccc(C(C(=O)NCC2CCCO2)N(C(=O)Cn2nnc3ccccc32)c2ccccc2C(C)=O)cc1OC` (centres undefined) gave RPL19A-GFP yeast 107, VLA-4 inh 5, AGP1-GFP MLPCN 102, LAP4 TOR yeast 93, CIT2-GFP yeast 98, JMJD2C inh -31, GRK2 inh 0 and MEP2-GFP yeast 107.
`O=C(NCc1cccnc1)NC1(C(F)(F)F)Oc2ccccc2O1` gave RPL19A-GFP yeast 105, VLA-4 inh 15, AGP1-GFP MLPCN 105, LAP4 TOR yeast 109, CIT2-GFP yeast 96, JMJD2C inh 18, GRK2 inh 7 and MEP2-GFP yeast 110.
O=c1cc2ncc(-n3cc([N+](=O)[O-])cn3)cn2[nH]1 was read as RPL19A-GFP yeast 101, VLA-4 inh 4, AGP1-GFP MLPCN 80, LAP4 TOR yeast 96, CIT2-GFP yeast 100, JMJD2C inh -1, GRK2 inh 0 and MEP2-GFP yeast 68.
CCn1c(CNc2ccc(Cl)cc2)nnc1SCc1ccc(C)cc1 was read as RPL19A-GFP yeast 97, VLA-4 inh 14, AGP1-GFP MLPCN 93, LAP4 TOR yeast 106, CIT2-GFP yeast 89, JMJD2C inh 19, GRK2 inh 2 and MEP2-GFP yeast 100.
Screening CCc1nnc(NC(=O)c2ccc(-c3cccc(C(F)(F)F)c3)o2)s1 returned RPL19A-GFP yeast 101, VLA-4 inh 5, AGP1-GFP MLPCN 98, LAP4 TOR yeast 104, CIT2-GFP yeast 97, JMJD2C inh -9, GRK2 inh 3 and MEP2-GFP yeast 99.
Screening CS(=O)(=O)N(CC(N)=O)c1ccc(F)c(Cl)c1 returned RPL19A-GFP yeast 95, VLA-4 inh 15, AGP1-GFP MLPCN 104, LAP4 TOR yeast 99, CIT2-GFP yeast 95, JMJD2C inh 9, GRK2 inh 3 and MEP2-GFP yeast 95.
`CC(C)Oc1ccc(C(CC(=O)N2CCOCC2)C(C)C)cc1` (centres undefined) gave RPL19A-GFP yeast 102, VLA-4 inh -14, AGP1-GFP MLPCN 93, LAP4 TOR yeast 100, CIT2-GFP yeast 103, JMJD2C inh 2, GRK2 inh 0 and MEP2-GFP yeast 103.
Screening CCCCNC(=O)Nc1nnc(-c2ccccc2)o1 returned RPL19A-GFP yeast 87, VLA-4 inh -3, LAP4 TOR yeast 87, CIT2-GFP yeast 86, JMJD2C inh 4, GRK2 inh 0 and MEP2-GFP yeast 89.

As a working copy, some entries already given.
`CC(C)Oc1ccc(C(CC(=O)N2CCOCC2)C(C)C)cc1` (centres undefined) gave RPL19A-GFP yeast 102, VLA-4 inh -14, AGP1-GFP MLPCN 93, LAP4 TOR yeast 100, CIT2-GFP yeast 103, JMJD2C inh 2, GRK2 inh 0 and MEP2-GFP yeast 103.
Screening CCCCNC(=O)Nc1nnc(-c2ccccc2)o1 returned RPL19A-GFP yeast 87, VLA-4 inh -3, LAP4 TOR yeast 87, CIT2-GFP yeast 86, JMJD2C inh 4, GRK2 inh 0 and MEP2-GFP yeast 89.
